# XIAP displacement = XIAP antagonists, biochemical, IAP family, fluorescence polarization (AID 1018); displacement, % at 20 µM; hits with a dose series show IC50 in µM; E3 ubiquitin-protein ligase XIAP (Homo sapiens); hit rate 0.007% among 200,000; XIAP BIR domain, fluorescence polarization peptide displacement; higher % means a stronger effect; in the data active means displacement above about 50%; further: a part of the inactive calls stands beside numbers as strong as those of hits
# KOR beta-arrestin-1 = KOR agonists, beta-arrestin recruitment, primary screen, cell-based, luminescence, uHTS (AID 1777). Kappa-type opioid receptor (Homo sapiens). KOR beta-arrestin recruitment, luminescence; higher % means a stronger effect. activation, % at 10 µM, or EC50 in µM where a hit was titrated. hit rate 0.02% among 280,000; in the data active means activation above about 50%, passing the limit was not always enough; further: a part of the inactive calls stands beside numbers as strong as those of hits
# PMI inhibition = human PMI inhibitors, high substrate, primary screen, biochemical, fluorescence intensity, high mannose 6-phosphate (AID 1220). recombinant PMI enzyme, coupled fluorescence intensity; higher % means a stronger effect. inhibition, % at 20 µM; hits with a dose series show IC50 in µM. hit rate 0.66% among 190,000
# LYP phosphatase = inhibitors of LYP phosphatase, biochemical, fluorescence intensity, uHTS (AID 1779); Tyrosine-protein phosphatase non-receptor type 22 (Homo sapiens); recombinant LYP phosphatase, fluorescence intensity; higher % means a stronger effect; inhibition, % at 11.5 µM, or IC50 in µM where a hit was titrated; hit rate 0.054% among 290,000;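 further: plate controls were vehicle with enzyme for no effect and no enzyme for full effect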
# NOD2 inhibition = NOD2 signaling inhibitors, cell-based, luminescence, uHTS, HEK293 (AID 1566) | HEK293 NOD2/NF-kB luciferase reporter, luminescence; higher % means a stronger effect | hit rate 0.63% among 290,000 | inhibition, % at 4 µM, or EC50 in µM where a hit was titrated; further: many of its hits are not listed in these tables
# TNAP activation fold = human TNAP enzyme activators, primary screen, biochemical, luminescent, no phosphate acceptor, uHTS (AID 1001) | Alkaline phosphatase, tissue-nonspecific isozyme (Homo sapiens) | purified TNAP, luminescent activation assay, no phosphate acceptor; higher activation fold means a stronger effect | one-dose activation fold at 20 µM; EC50 in µM for titrated hits | hit rate 0.03% among 200,000; in the data active means activation fold from about 3, or a potency from the dose series; inactive means the rest, 99 in 100 with activation fold below about 1.6; further: many of its hits are not listed in these tables
# NOD1 inhibition = NOD1 signaling inhibitors, primary screen, cell-based, luminescence, uHTS (AID 1578); one-dose inhibition, % at 4 µM; EC50 in µM for titrated hits; hit rate 1% among 290,000; NOD1-driven NF-kB luciferase reporter cells, luminescence; higher % means a stronger effect; in the data active means inhibition mostly above about 36%, no sharp cut-off; inactive means mostly below about 34%;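 further: HEK-293T reporter cells stimulated with the NOD1 agonist gamma-tri-DAP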
# KOR beta-arrestin-2 = KOR antagonists, beta-arrestin recruitment, cell-based, luminescence, uHTS (AID 1778). Kappa-type opioid receptor (Homo sapiens). inhibition, % at 10 µM, or IC50 in µM where a hit was titrated. KOR beta-arrestin recruitment, luminescence, antagonist mode; higher % means a stronger effect. hit rate 0.091% among 290,000; further: strong numbers were not always called active
# human PMI inhibition = inhibitors of human PMI, primary screen, biochemical, fluorescence intensity, coupled assay (AID 1209); Mannose-6-phosphate isomerase (Homo sapiens); purified PMI enzyme, coupled fluorescence intensity; higher % means a stronger effect; one-dose inhibition, % at 20 µM; IC50 in µM for titrated hits; hit rate 0.42% among 190,000;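 further: plate controls were DMSO vehicle for no effect and wells lacking substrate for full effect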
# Starred values were filed as active, the others as inactive; x = no result given; [ ] = dose if it differs, or a comment. Unless noted, no stated cut-off is given here; in the data, active means inhibition above about 50%; inactive means the rest. This is a subset; count on the stated rates, not on these rows.
# Short forms – A = XIAP displacement; B = KOR beta-arrestin-1; C = PMI inhibition; D = LYP phosphatase; E = NOD2 inhibition; F = TNAP activation fold; G = NOD1 inhibition; H = KOR beta-arrestin-2; I = human PMI inhibition
COC(=O)C/C=C/[C@@H](C)[C@@H](/C=N/OC[C@H]1O[C@H](c2ccccc2)C=C[C@@H]1Oc1ccc(OC)cc1)NS(=O)(=O)c1ccc(C)cc1
  A = -5.2%; B = -1.4%; C = 4%; D = 2%; E = 1%; F = 1.1; G = -10%; H = 12%; I = 8%
C=C(C)CN(CC)C(=O)CSc1nc2ncc(Cl)cc2[nH]1
  A = 0.8%; B = -2.0%; C = 6%; D = -5%; E = 21%; F = 1; G = 0%; H = -4%; I = -1%
COc1ccc(C(C)=O)cc1COc1ccccc1[N+](=O)[O-]
  A = 3.3%; B = -4.6%; C = 18%; D = -5%; E = -2%; F = 1; G = -8%; H = 8%; I = 8%
CC1(C)C2CCC(C2)C1(C)NC(=O)CN1CCCC1 (configuration not stated)
  A = x; B = -5.5%; C = x; D = -6%; E = -13%; F = x; G = 4%; H = -44%[20 µM]; I = x
CC(=O)Oc1ccc(Cn2cnc3cc4ccccc4cc32)cc1
  A = -0.8%; B = 3.0%; C = 13%; D = -4%; E = -4%; F = 1; G = -14%; H = -25%; I = 10%
Cc1cc(C(=O)CC#N)c(C)n1-c1c(C)n(C)n(-c2ccccc2)c1=O
  A = -5.4%; B = -0.1%; C = 15%; D = -2%; E = 8%; F = 1; G = -20%; H = -18%; I = 6%
COc1cc(COc2ccc3c(C)c(CCC(=O)O)c(=O)oc3c2)cc(OC)c1OC
  A = x; B = -1.2%; C = x; D = -6%; E = 10%; F = x; G = -4%; H = 13%; I = x
Nc1nonc1-n1nnc(C(=O)N/N=C/c2ccccc2)c1CSc1ccc(Cl)cc1
  A = -7.4%; B = 14%; C = 4%; D = 1%; E = 21%; F = 1; G = -15%; H = -40%; I = 1%
C#CCOc1nc(C)cc(C)c1S(=O)(=O)c1ccccc1C
  A = -4.1%; B = -5.4%; C = 4%; D = 3%; E = -4%; F = 1.1; G = -33%; H = 18%; I = 8%
O=C(COC(=O)c1cc(=O)[nH]c(=O)[nH]1)NCc1ccccc1
  A = -5.0%; B = -1.1%; C = -3%; D = -7%; E = -1%; F = 1.1; G = -5%; H = -23%; I = -4%
O=C(Nc1ccccc1F)c1ccc(CN2CCN(c3ccccc3)CC2)cc1
  A = x; B = -4.7%; C = x; D = -8%; E = 17%; F = x; G = 2%; H = 13%; I = x
Cc1ccc(-n2c(-c3c(-c4ccccc4)noc3C)n[nH]c2=S)cc1
  A = -7.0%; B = -3.1%; C = 7%; D = 0%; E = -4%; F = 1; G = -11%; H = 0%; I = 8%
O=S(NC1CCCCC1)C12CC3CC(CC(C3)C1)C2 (configuration not stated)
  A = -2.3%; B = -1.0%; C = -2%; D = -2%; E = 1%; F = 1.1; G = 5%; H = -16%; I = -1%
C=CCn1cnc2c(nnn2-c2ccc(C)c(C)c2)c1=O
  A = -4.4%; B = -7.4%; C = -1%; D = -5%; E = -16%; F = 1.2; G = -34%; H = -8%; I = -4%
CCOC(=O)CCC(=O)N1CCOCCOCCN(C(=O)CCC(=O)OCC)CCOCCOCC1
  A = -2.1%; B = -2.6%; C = -3%; D = -4%; E = 16%; F = 1; G = 12%; H = -19%; I = 0%
CC1CCCCN1S(=O)(=O)c1cnc(Cl)c(Br)c1 (configuration not stated)
  A = 2.5%; B = 2.9%; C = -3%; D = 0%; E = -14%; F = 1.1; G = -35%; H = -21%; I = -4%
O=C(N/N=C/c1ccc(OC(F)F)cc1)C1=COCCO1
  A = 1.3%; B = -2.9%; C = -14%; D = 5%; E = -34%; F = 1.1; G = -30%; H = -10%; I = -14%
CCOC(=O)c1cc(=O)c2c([N+](=O)[O-])ccc(OC)c2o1
  A = -4.9%; B = 0.9%; C = 0%; D = -4%; E = -1%; F = 1.1; G = -24%; H = 7%; I = 5%
O=C(Cc1ccccc1)Nc1ccc(S(=O)(=O)N2CCOCC2)cc1
  A = x; B = -2.7%; C = x; D = -5%; E = -6%; F = x; G = -22%; H = -11%; I = x
COc1ccc(CCN(Cc2cccs2)S(=O)(=O)c2ccc(S(=O)(=O)N(C)C3CCCCC3)cc2)cc1OC
  A = -3.6%; B = -4.3%; C = 10%; D = 0%; E = 9%; F = 1.1; G = 4%; H = 14%; I = 11%
O=C(Nc1ccc(Cl)cc1)OCc1cncs1
  A = -8.1%; B = -4.8%; C = -5%; D = -6%; E = x; F = 1.1; G = x; H = 45%; I = 2%
Cc1noc(C)c1S(=O)(=O)Nc1ccccc1Cl
  A = x; B = 2.1%; C = x; D = -12%; E = -3%; F = x; G = -12%; H = -34%; I = x
CC(=O)Nc1ccc(NC(=O)c2cc(=O)c3ccc(C)cc3o2)cc1
  A = x; B = 1.2%; C = x; D = 2%; E = 20%; F = x; G = -10%; H = -4%; I = x
O=C(Nc1nc2c(s1)CCCC2)c1cccc(S(=O)(=O)N2CCCc3ccccc32)c1
  A = -4.3%; B = 0.4%; C = 10%; D = 5%; E = 0%; F = 1.2; G = 31%; H = 10%; I = 10%
CN1CCN(C(c2cc3cc4c(cc3[nH]c2=O)OCCO4)c2nnnn2C2CCCC2)CC1 (configuration not stated)
  A = -6.6%; B = -2.6%; C = 1%; D = -10%; E = 11%; F = 1.1; G = -2%; H = -7%; I = 4%
COCCCNC(=O)Cn1cc2c(n1)CCC(C)C2 (configuration not stated)
  A = -1.5%; B = 1.5%; C = 1%; D = 1%; E = -11%; F = 1; G = -24%; H = 7%; I = 5%
CC(=O)Nc1cccc(N2C(=O)CC(N3CCC(C(=O)N4CCCCC4)CC3)C2=O)c1 (configuration not stated)
  A = -0.8%; B = -2.0%; C = -3%; D = -6%; E = 7%; F = 1.1; G = -26%; H = -11%; I = 5%
COc1ccc2ccccc2c1/C=N/Nc1cccc(C(=O)O)c1
  A = x; B = -0.3%; C = x; D = -5%; E = -126%; F = x; G = -6%; H = 10%; I = x

# Ten neighbouring compounds from above, for reference:
# Short forms – A = XIAP displacement; B = KOR beta-arrestin-1; C = PMI inhibition; D = LYP phosphatase; E = NOD2 inhibition; F = TNAP activation fold; G = NOD1 inhibition; H = KOR beta-arrestin-2; I = human PMI inhibition
O=C(Nc1ccccc1F)c1ccc(CN2CCN(c3ccccc3)CC2)cc1
  A = x; B = -4.7%; C = x; D = -8%; E = 17%; F = x; G = 2%; H = 13%; I = x
Cc1ccc(-n2c(-c3c(-c4ccccc4)noc3C)n[nH]c2=S)cc1
  A = -7.0%; B = -3.1%; C = 7%; D = 0%; E = -4%; F = 1; G = -11%; H = 0%; I = 8%
O=S(NC1CCCCC1)C12CC3CC(CC(C3)C1)C2 (configuration not stated)
  A = -2.3%; B = -1.0%; C = -2%; D = -2%; E = 1%; F = 1.1; G = 5%; H = -16%; I = -1%
C=CCn1cnc2c(nnn2-c2ccc(C)c(C)c2)c1=O
  A = -4.4%; B = -7.4%; C = -1%; D = -5%; E = -16%; F = 1.2; G = -34%; H = -8%; I = -4%
CCOC(=O)CCC(=O)N1CCOCCOCCN(C(=O)CCC(=O)OCC)CCOCCOCC1
  A = -2.1%; B = -2.6%; C = -3%; D = -4%; E = 16%; F = 1; G = 12%; H = -19%; I = 0%
CC1CCCCN1S(=O)(=O)c1cnc(Cl)c(Br)c1 (configuration not stated)
  A = 2.5%; B = 2.9%; C = -3%; D = 0%; E = -14%; F = 1.1; G = -35%; H = -21%; I = -4%
O=C(N/N=C/c1ccc(OC(F)F)cc1)C1=COCCO1
  A = 1.3%; B = -2.9%; C = -14%; D = 5%; E = -34%; F = 1.1; G = -30%; H = -10%; I = -14%
CCOC(=O)c1cc(=O)c2c([N+](=O)[O-])ccc(OC)c2o1
  A = -4.9%; B = 0.9%; C = 0%; D = -4%; E = -1%; F = 1.1; G = -24%; H = 7%; I = 5%
O=C(Cc1ccccc1)Nc1ccc(S(=O)(=O)N2CCOCC2)cc1
  A = x; B = -2.7%; C = x; D = -5%; E = -6%; F = x; G = -22%; H = -11%; I = x
COc1ccc(CCN(Cc2cccs2)S(=O)(=O)c2ccc(S(=O)(=O)N(C)C3CCCCC3)cc2)cc1OC
  A = -3.6%; B = -4.3%; C = 10%; D = 0%; E = 9%; F = 1.1; G = 4%; H = 14%; I = 11%
